IDH1 R132H inh: inhibitors of human IDH1 R132H; O75874; IDH1 R132H reductase, diaphorase/resazurin fluorescence, 60 min; inhibition, % at 10 µM; 70,000 tested, 0.18% active; in the data active = inhibition above about 34%;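 note: 0% = DMSO and 100% = no enzyme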
Target sequence (O75874 whole entry R132H): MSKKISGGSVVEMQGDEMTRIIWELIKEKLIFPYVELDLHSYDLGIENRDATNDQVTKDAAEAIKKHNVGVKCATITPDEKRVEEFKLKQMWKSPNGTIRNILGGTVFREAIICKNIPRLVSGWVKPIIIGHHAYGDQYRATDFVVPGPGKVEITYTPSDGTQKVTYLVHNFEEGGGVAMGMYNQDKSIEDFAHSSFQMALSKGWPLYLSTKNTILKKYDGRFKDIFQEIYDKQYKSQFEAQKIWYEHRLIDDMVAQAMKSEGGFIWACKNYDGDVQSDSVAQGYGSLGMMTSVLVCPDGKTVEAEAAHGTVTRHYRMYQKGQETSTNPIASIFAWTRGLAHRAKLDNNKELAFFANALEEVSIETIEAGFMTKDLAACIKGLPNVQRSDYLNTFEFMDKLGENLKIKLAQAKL
PRC2 inh: EZH2 (human) methyltransferase inhibition; Q15910; PRC2 H3K27 methylation, DELFIA TRF, 1 h; inhibition, % at 12.5 µM; 57,000 tested, 0.35% active;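 active = mean inhibition of replicates at least 50% and every single replicate also reaching 50%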;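 note: dimethyl H3K27 on biotinylated H3 21-44 peptide detected by antibody; plate controls were median neutral control wells for no effect and median positive control wells for full effect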
Active calls of the source: *; . = not tested or not shown.

Values run as follows: IDH1 R132H inh	PRC2 inh
CCCC#Cc1ccc2c(c1)O[C@@H](CN(C)C(C)=O)[C@@H](C)CN([C@H](C)CO)S2(=O)=O
→ 0.5	3
CC(=O)N(C)C[C@H]1Oc2cc(-c3ccccc3)ccc2S(=O)(=O)N([C@@H](C)CO)C[C@H]1C
→ -5.2	.
C[C@H]1CN([C@@H](C)CO)C(=O)Cc2cc(NS(C)(=O)=O)ccc2O[C@H]1CN(C)S(=O)(=O)c1ccc(F)cc1
→ -3.3	.
CC(C)NC(=O)Nc1ccc2c(c1)CC(=O)N([C@@H](C)CO)C[C@@H](C)[C@H](CN(C)S(=O)(=O)c1ccccc1)O2
→ 2.3	-6
O=C(NCCCn1ccnc1)NC(C(F)(F)F)C(F)(F)F
→ 3.3	3
C[C@@H]1CN([C@H](C)CO)C(=O)c2cccc(NS(=O)(=O)c3ccccc3)c2O[C@@H]1CN(C)C(=O)Nc1ccc(F)cc1
→ .	-10
O=C(NO)c1cccc(C(=O)N/N=C/c2ccc(-c3ccccc3)cc2)c1
→ .	-40
O=C(Cn1cc(C(=O)c2ccco2)c2ccccc21)Nc1ccccc1C(F)(F)F
→ 0.1	-28
C[C@@H]1CCCCO[C@@H](CN(C)Cc2ccncc2)[C@H](C)CN([C@H](C)CO)C(=O)c2cc(NC(=O)C3CCCCC3)ccc2O1
→ 7.6	-9
C[C@H]1CN([C@@H](C)CO)S(=O)(=O)c2ccc(C3=CCCC3)cc2O[C@H]1CN(C)C(=O)c1ccccn1
→ 1.7	-18
O=C(C[C@H]1CC[C@H](NC(=O)c2cccc(F)c2)[C@@H](CO)O1)NCc1ccc(Oc2ccccc2)cc1
→ 0.1	1
C[C@H]1CN([C@@H](C)CO)C(=O)c2cc(NC(=O)c3ccncc3)ccc2O[C@H]1CN(C)C(=O)Nc1ccc2c(c1)OCO2
→ 1.5	.
COc1cccc(CN(C)C[C@@H]2OCc3cn(nn3)CCCC(=O)N([C@H](C)CO)C[C@H]2C)c1
→ .	-4
CC(C)NC(=O)N(C)C[C@@H]1Oc2c(NC(=O)CCCCCC(=O)Nc3ccccc3N)cccc2C(=O)N([C@H](C)CO)C[C@H]1C
→ 0.3	4
C[C@H](CO)N1C[C@H](C)[C@@H](CN(C)C(=O)c2ccncc2)Oc2ncc(C#CC3CC3)cc2C1=O
→ -0.5	-8
CO[C@H]1CN(C)C(=O)c2ccc(NC(=O)C3CCCC3)cc2OC[C@H](C)N(S(C)(=O)=O)C[C@H]1C
→ 0.2	0
C[C@H]1CN([C@@H](C)CO)C(=O)c2cc(NS(=O)(=O)c3ccc(F)cc3)ccc2O[C@H]1CN(C)CC1CC1
→ -0.2	.
C[C@@H]1CN([C@H](C)CO)C(=O)c2cc(NC(=O)Cc3ccccc3)ccc2O[C@@H](C)CCCCO[C@@H]1CN(C)Cc1ccncc1
→ .	2
O=C(C[C@H]1C[C@H]2c3cc(NC(=O)C4CCOCC4)ccc3O[C@H]2[C@H](CO)O1)NCC1CC1
→ -0.3	21
COCC(=O)N(C)C[C@H]1Oc2ncc(-c3ccc(C)cc3)cc2C(=O)N([C@@H](C)CO)C[C@H]1C
→ -4.4	.
Cc1ccc(S(=O)(=O)N(C)C[C@H]2Oc3ccc(NC(=O)CCN4CCOCC4)cc3CC(=O)N([C@H](C)CO)C[C@@H]2C)cc1
→ -10	-20
O=S(=O)(N[C@@H]1CC[C@H](CCn2cc(C3(O)CCCC3)nn2)O[C@H]1CO)c1ccccc1
→ 0.1	-8
C[C@@H]1CCCCO[C@H](CN(C)Cc2ccc3c(c2)OCO3)[C@@H](C)CN([C@@H](C)CO)C(=O)c2cc(N(C)C)ccc2O1
→ .	9
CCCC#Cc1cnc2c(c1)C(=O)N([C@@H](C)CO)C[C@@H](C)[C@@H](CN(C)C(=O)Cc1cccnc1)O2
→ -2.8	2
COc1cccc(NC(=O)N(C)C[C@@H]2Oc3cc(-c4cccc(C(=O)N(C)C)c4)ccc3S(=O)(=O)N([C@H](C)CO)C[C@@H]2C)c1
→ 5.3	-3
O=C(C[C@@H]1CC[C@@H](NC(=O)CN2CCOCC2)[C@@H](CO)O1)NCc1cccc(F)c1
→ -0.6	1
CC(=O)c1cccc(N(CC(=O)Nc2ccc(F)cc2F)S(C)(=O)=O)c1
→ 0.2	13
COc1ccc(CN(C)C[C@@H]2Oc3ccc(NC(=O)NC4CCCCC4)cc3CC(=O)N([C@H](C)CO)C[C@H]2C)cc1
→ 3.1	-11
C[C@H](CO)N1C[C@H](C)[C@@H](CN(C)C(=O)Nc2ccc(F)cc2)Oc2c(NC(=O)CCCCCC(=O)Nc3ccccc3N)cccc2C1=O
→ 0.3	-5
O=C(Nc1cc(F)ccc1F)N[C@@H]1CC[C@H](CCn2cc(C3CC3)nn2)O[C@@H]1CO
→ 0.4	3
Cc1ccc(S(=O)(=O)Nc2ccc3c(c2)C(=O)N([C@H](C)CO)C[C@@H](C)[C@@H](CN(C)Cc2ccc(Oc4ccccc4)cc2)O3)cc1
→ 0.1	.
CC(C)C#Cc1ccc2c(c1)O[C@@H](CN(C)C(=O)C1CCCCC1)[C@@H](C)CN([C@H](C)CO)S2(=O)=O
→ 0.2	-24
C[C@H](CO)N1C[C@H](C)[C@H](CN(C)S(=O)(=O)c2cccs2)Oc2ccc(NC(=O)CCCCCC(=O)Nc3ccccc3N)cc2C1=O
→ 0.3	-9
COCC(=O)Nc1ccc2c(c1)[C@H]1C[C@@H](CC(=O)NC3CCCCC3)O[C@H](CO)[C@H]1O2
→ 0.0	-14
CN(C)C(=O)C[C@H]1CC[C@@H](NC(=O)Nc2cccc(F)c2)[C@@H](CO)O1
→ 0.4	6
C[C@H]1CN([C@@H](C)CO)C(=O)c2cc(-c3cccc(F)c3)cnc2O[C@H]1CN(C)C(=O)c1cnccn1
→ 0.1	.
Cc1noc(C)c1NC(=O)N[C@@H]1C=C[C@@H](CC(=O)Nc2ccccc2)O[C@@H]1CO
→ -0.2	-7
CC(Sc1nc(N)cc(=O)[nH]1)C(=O)Nc1ccc(Cl)cc1 (stereo not given)
→ 0.5	-14
Cc1cccc(S(=O)(=O)N(C)C[C@@H]2OCc3ccccc3-c3ccccc3C(=O)N([C@H](C)CO)C[C@@H]2C)c1
→ -9.0	-26
CCCNC(=O)N(C)C[C@H]1Oc2ncc(Br)cc2C(=O)N([C@H](C)CO)C[C@H]1C
→ 0.5	2
C[C@H](CO)N1C[C@H](C)[C@@H](CN(C)Cc2ccc(C(F)(F)F)cc2)Oc2ccc(NC(=O)CCCN(C)C)cc2C1=O
→ -0.3	-3
Cc1ccc(S(=O)(=O)Nc2cccc3c2O[C@H](CN(C)C(=O)Nc2ccc(F)cc2)[C@@H](C)CN([C@@H](C)CO)C3=O)cc1
→ 0.5	4
CC(C)COC(=O)N(C)C[C@@H]1OCc2cn(nn2)CCCC(=O)N([C@H](C)CO)C[C@H]1C
→ .	1
C[C@@H]1CN([C@@H](C)CO)C(=O)CCCn2cc(nn2)CO[C@H]1CN(C)S(=O)(=O)c1ccc2c(c1)OCCCO2
→ -2.8	.
Cc1ccc(S(=O)(=O)N(C)C[C@H]2OCCCC[C@H](C)Oc3ccc(NC(=O)Nc4ccc5c(c4)OCO5)cc3C(=O)N([C@@H](C)CO)C[C@@H]2C)cc1
→ 1.7	.
COc1ccc(S(=O)(=O)N(C)C[C@@H]2Oc3c(NC(=O)c4nc5ccccc5s4)cccc3C(=O)N([C@H](C)CO)C[C@@H]2C)cc1
→ -0.8	.
COCC(=O)N(C)C[C@H]1Oc2cc(-c3ccc(C)cc3)ccc2S(=O)(=O)N([C@@H](C)CO)C[C@@H]1C
→ -0.9	-16
C[C@H](CO)N1C[C@H](C)[C@H](CN(C)C(=O)Nc2ccc(F)cc2)Oc2ccc(NS(=O)(=O)c3ccc(F)cc3)cc2C1=O
→ 0.0	.
COc1ccc(NC(=O)N(C)C[C@H]2Oc3ccc(NC(=O)C4CC4)cc3CC(=O)N([C@H](C)CO)C[C@H]2C)cc1
→ .	8
COc1ccc(NC(=O)C2CCCCC2C(=O)O)cc1 (stereo not given)
→ 0.1	-7
C[C@@H]1CN([C@@H](C)CO)C(=O)c2cc(-c3cccc(F)c3)cnc2O[C@H]1CN(C)C(=O)c1cccc(F)c1
→ -0.3	.
CCCC#Cc1cnc2c(c1)C(=O)N([C@@H](C)CO)C[C@H](C)[C@@H](CN(C)C(=O)NCCC)O2
→ 0.1	0
O=C(C[C@@H]1C=C[C@@H](NC(=O)Nc2ccc3c(c2)OCO3)[C@H](CO)O1)NCc1ccc(Cl)cc1
→ -0.1	-3
O=C(COc1cc(Cl)c(Cl)cc1Cl)NCc1ccco1
→ 0.8	9
C[C@@H]1CN([C@@H](C)CO)C(=O)c2cc(NS(C)(=O)=O)ccc2O[C@H]1CN(C)C(=O)Nc1ccc(C(F)(F)F)cc1
→ 0.6	3
CO[C@H]1CN(C)C(=O)c2cc(NC(=O)C3CC3)ccc2OC[C@@H](C)N(C(=O)c2ccccn2)C[C@H]1C
→ 0.1	11
C=C1C(=O)O[C@@H]2[C@H]3C(C)=CC(=O)C3=C(C)C[C@H](O[C@@H]3O[C@H](CO)[C@@H](O)[C@H](O)[C@H]3O)[C@@H]12
→ 0.4	.
C[C@H](CO)N1C[C@H](C)[C@H](CN(C)S(=O)(=O)c2ccccc2)Oc2c(NC(=O)c3nc4ccccc4s3)cccc2C1=O
→ 0.0	.
Cc1noc(C)c1NC(=O)N[C@@H]1CC[C@@H](CC(=O)NCc2ccc(Cl)c(Cl)c2)O[C@H]1CO
→ 0.2	8
C[C@@H]1CN([C@@H](C)CO)C(=O)CCCn2cc(nn2)CO[C@H]1CN(C)Cc1ccc(O)cc1
→ -0.2	.

Gathered by group: those above with a CF3 group
Values run as follows: IDH1 R132H inh	PRC2 inh
O=C(NCCCn1ccnc1)NC(C(F)(F)F)C(F)(F)F
→ 3.3	3
O=C(Cn1cc(C(=O)c2ccco2)c2ccccc21)Nc1ccccc1C(F)(F)F
→ 0.1	-28
C[C@H](CO)N1C[C@H](C)[C@@H](CN(C)Cc2ccc(C(F)(F)F)cc2)Oc2ccc(NC(=O)CCCN(C)C)cc2C1=O
→ -0.3	-3
C[C@@H]1CN([C@@H](C)CO)C(=O)c2cc(NS(C)(=O)=O)ccc2O[C@H]1CN(C)C(=O)Nc1ccc(C(F)(F)F)cc1
→ 0.6	3

(more compounds)
Values run as follows: IDH1 R132H inh	PRC2 inh
CCCN1C[C@H](C)[C@@H](OC)CN(C)C(=O)c2ccc(NC(=O)c3ccccc3F)cc2OC[C@H]1C
→ -0.7	-9
CO[C@H]1CN(C)C(=O)c2cc(NC(=O)Nc3ccccc3)ccc2OC[C@@H](C)N(C(=O)CC2CC2)C[C@@H]1C
→ 0.4	-2
C[C@H](CO)N1C[C@H](C)[C@H](CN(C)C)OCc2cn(nn2)CCCC1=O
→ 2.3	3
CO[C@H](CN(C)C(=O)c1ccc2c(c1)OCO2)[C@H](C)CN([C@@H](C)CO)S(=O)(=O)c1ccc(Cl)cc1
→ 0.1	13
O=C(C[C@H]1C=C[C@H](NC(=O)Nc2ccc(C(F)(F)F)cc2)[C@H](CO)O1)NCc1cc(F)cc(F)c1
→ -0.1	-2
CS(=O)(=O)N(CC(=O)O)Cc1ccccc1
→ 1.2	.
Cn1c(SCc2nc3ccccc3[nH]2)nnc1-c1cnccn1
→ -0.3	4
C[C@H](CO)N1C[C@H](C)[C@H](CN(C)C(=O)Nc2ccc(C(F)(F)F)cc2)Oc2ccc(NC(=O)c3ccncc3)cc2C1=O
→ .	11
Cc1ccc([N+](=O)[O-])cc1NC(=O)C1(c2ccccc2)CCN(S(=O)(=O)c2ccccc2)CC1
→ 0.0	14
C#CCN(O[C@@H](/C=C/[C@@H](O)Cc1ccccc1)C1CC1)[C@@H](Cc1ccc(N=[N+]=[N-])cc1)C(=O)OC
→ .	28
C[C@H](CO)N1C[C@H](C)[C@H](CN(C)S(=O)(=O)c2ccc(C#N)cc2)OCc2ccccc2-c2ccccc2C1=O
→ -0.9	-17
C[C@H](CO)N1C[C@H](C)[C@H](CN(C)Cc2ccc3c(c2)OCO3)Oc2c(NC(=O)Nc3ccc(C(F)(F)F)cc3)cccc2C1=O
→ 0.4	.
COc1cccc(S(=O)(=O)Nc2ccc3c(c2)C(=O)N(C)C[C@H](OC)[C@@H](C)CN(Cc2ccccc2F)[C@H](C)CO3)c1
→ 0.0	25
O=C(C[C@H]1C=C[C@@H](NC(=O)NC2CCCCC2)[C@H](CO)O1)NCc1ccc(Cl)cc1
→ 0.2	8
C[C@@H]1CN([C@H](C)CO)C(=O)c2cccc(N(C)C)c2O[C@@H]1CN(C)C(=O)Nc1ccc(F)cc1
→ -1.1	.
CCOC(=O)C1CCCN(C(=O)c2c[nH]n3c(=O)c(Cc4ccc(Cl)cc4)c(C)nc23)C1 (stereo not given)
→ 0.7	12
CC(C)NC(=O)N(C)C[C@H]1OCCCC[C@@H](C)Oc2ccc(NC(=O)Cc3ccccc3)cc2C(=O)N([C@H](C)CO)C[C@@H]1C
→ -0.4	2

Reformatted in CSV form: entries from further up
SMILES,IDH1 R132H inh,PRC2 inh
CC(C)NC(=O)N(C)C[C@H]1OCCCC[C@@H](C)Oc2ccc(NC(=O)Cc3ccccc3)cc2C(=O)N([C@H](C)CO)C[C@@H]1C,-0.4,2
COc1cccc(S(=O)(=O)Nc2ccc3c(c2)C(=O)N(C)C[C@H](OC)[C@@H](C)CN(Cc2ccccc2F)[C@H](C)CO3)c1,0.0,25
C[C@H](CO)N1C[C@H](C)[C@H](CN(C)S(=O)(=O)c2ccc(C#N)cc2)OCc2ccccc2-c2ccccc2C1=O,-0.9,-17
Cc1ccc([N+](=O)[O-])cc1NC(=O)C1(c2ccccc2)CCN(S(=O)(=O)c2ccccc2)CC1,0.0,14

Compound activity from PubChem.

An excerpt; the hit share may differ from the screen's.
